High-throughput results deposited in PubChem BioAssay by several laboratories.
H9c2 protect: cardioprotection against H2O2-induced cell death, primary screen, uHTS, H9c2 cells, ATPLite luminescence; 0.63% of 360,000 active; protection from H2O2 cell death, % at 20 µM; H9c2 cardiomyocytes, H2O2 injury protection, 2 h; AID 588492, 2011;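 active = compounds giving at least 50% protection of heart cells from peroxide-induced death in the single-dose screen, raw or plate-pattern-corrected value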;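 note: 0% = DMSO wells with peroxide and 100% = DMSO wells without peroxide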
ABHD5 PLIN5 PPI: ABHD5-PLIN5 interaction inhibitors, primary screen, cell lysate, split luciferase complementation, luminescence; Perilipin-5 (Homo sapiens) + 1-acylglycerol-3-phosphate O-acyltransferase ABHD5 (Homo …; AID 602281, 2012; inhibition, % at 4 µM; 0.78% of 360,000 active; Split G. princeps luciferase complementation, 4 h;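 active = inhibition above the mean inhibition across every tested compound plus 3 SD, cut at about 22% in these data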;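 note: 0% = DMSO only wells and the 100% control is not disclosed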
Glyco luc inh: increase of ERlucT glycosylation luciferase signal, primary screen, N-linked glycosylation inhibitor project, D54 ERlucT cells, luminescence, set 2. D54 ERlucT glycosylation luciferase reporter, 24 h; percent of 100 nM tunicamycin response. reporter increase, % at 12.5 µM. 0.23% of 360,000 active. AID 588692, 2011;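 active = mean luciferase reporter signal, scaled so untreated is 0 and the glycosylation-blocking control 100, at or above a set limit in every replicate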;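 note: luciferase carries N-glycosylation sites so blocking glycosylation raises the light; 0% = median of neutral control wells and 100% = median of 100 nM tunicamycin wells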
SRC2 inh: inhibition of GAL4-SRC2 driven luciferase reporter, primary screen, SRC2 inhibitor project, cell-based, luminescence; HEK293 GAL4-SRC2 luciferase reporter; inhibition, % at 9 µM; Nuclear receptor coactivator 2 (Homo sapiens), Q15596; 0.17% of 370,000 active;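 active = inhibition above the mean inhibition of all tested compounds plus 3 SD, set per campaign, cut at about 52% in these data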;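 note: 0% = DMSO treated cells and 100% = cells given Gossypol at 36 µM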
NOD2 RIPK2 PPI: NOD2-RIPK2 binding disruptors in cells, primary screen, fluorescence, CHO cells, BLA complementation; CCF4 ratio; inhibition, % at 4.98 µM; 0.38% of 360,000 active; Receptor-interacting serine/threonine-protein kinase 2 (Homo sapiens), O43353; AID 624267, 2012; in the data active = inhibition above about 21%;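 note: 0% = vehicle only and 100% = reference blocker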
Target sequence (O43353 whole entry, looked up): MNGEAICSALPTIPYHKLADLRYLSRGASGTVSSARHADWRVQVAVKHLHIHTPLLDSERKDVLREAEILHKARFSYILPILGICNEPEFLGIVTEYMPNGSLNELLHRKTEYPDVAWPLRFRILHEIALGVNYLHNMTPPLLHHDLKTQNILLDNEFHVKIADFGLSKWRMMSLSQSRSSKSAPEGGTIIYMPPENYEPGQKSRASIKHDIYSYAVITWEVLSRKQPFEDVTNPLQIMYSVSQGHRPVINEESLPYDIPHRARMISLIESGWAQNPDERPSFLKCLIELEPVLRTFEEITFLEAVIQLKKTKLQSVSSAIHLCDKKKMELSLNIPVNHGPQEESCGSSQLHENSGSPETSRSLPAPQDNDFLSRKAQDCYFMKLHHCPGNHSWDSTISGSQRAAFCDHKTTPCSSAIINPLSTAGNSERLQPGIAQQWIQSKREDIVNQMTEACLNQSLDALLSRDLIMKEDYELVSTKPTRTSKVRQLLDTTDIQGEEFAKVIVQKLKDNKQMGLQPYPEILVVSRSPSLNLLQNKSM
ABCB6 inh 2: ABCB6 transporter inhibitors, primary screen, K562-ABCB6 cells, flow cytometry, MLPCN library; ATP-binding cassette sub-family B member 6 (Homo sapiens), Q9NP58; K562-ABCB6 porphyrin accumulation, 1 h; hits give low values; fluorescence ratio to DMSO, % at 10 µM; 0.19% of 360,000 active; AID 602162, 2011;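 active = fluorescence ratio to DMSO below 75%, the collection mean minus 3 SD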;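 note: signal is porphyrin accumulated inside mitochondria; 100% equals median channel fluorescence of DMSO control wells; lower ratio means ABCB6 inhibition with less porphyrin fluorescence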
HTR2A ag: mouse Htr2a agonists via beta-arrestin recruitment, primary screen, cell-based, luminescence; 5-hydroxytryptamine receptor 2A (Mus musculus), P35363; CHO-K1 mHTR2A beta-arrestin complementation; percent of 30 µM serotonin response; activation, % at 7.6 µM; 0.66% of 360,000 active; AID 624169, 2012;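 active = activation above a run cutoff, the mean activation of all tested compounds plus 3 SD, cut at about 14% in these data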;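 note: 0% = plate median of compound wells and 100% = 30 µM serotonin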
MC4R ag barr: MC4R agonists recruiting beta-arrestin, primary screen, cell-based, luminescence, agonist arm of biased-ligand search | Melanocortin receptor 4 (Homo sapiens), P32245 | U2OS MC4R beta-arrestin complementation; percent of melanotan II response, DMSO zero | activation, % at 8.9 µM | 0.98% of 360,000 active | AID 540308, 2011;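 active = activation above a per-plate cutoff, the mean activation of sample wells on that plate plus 3 SD, cut at about 8% in these data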
Target sequence (P32245 whole entry, looked up): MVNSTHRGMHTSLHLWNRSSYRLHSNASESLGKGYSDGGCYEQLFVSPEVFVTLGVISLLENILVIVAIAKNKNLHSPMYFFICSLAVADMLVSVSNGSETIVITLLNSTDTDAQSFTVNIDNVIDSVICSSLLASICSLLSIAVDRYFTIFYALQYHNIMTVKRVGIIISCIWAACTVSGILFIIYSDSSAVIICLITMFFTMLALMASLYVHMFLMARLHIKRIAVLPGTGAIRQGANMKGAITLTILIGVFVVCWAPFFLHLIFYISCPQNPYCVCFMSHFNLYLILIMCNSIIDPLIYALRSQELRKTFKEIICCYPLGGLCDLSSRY
MC4R antagonist: MC4R antagonists of cAMP signaling, primary screen, cell-based, TR-FRET, antagonist arm of biased-ligand search. Melanocortin receptor 4 (Homo sapiens), P32245. MC4R-expressing cells, MTII-stimulated cAMP, LANCE TR-FRET. inhibition, % at 6.5 µM. 0.48% of 360,000 active. AID 540295, 2011;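 active = inhibition above its plate's cutoff, the mean of tested wells on that plate plus 3 SD, cut at about 29% in these data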;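 note: 0% = Melanotan II alone and 100% = Melanotan II plus saturating MCL0020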
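Material: U2OS-MC4R stable cell line | Reagent: Melanotan II challenge after compound preincubation | Doses: One concentration, 6.5 µM nominal | Incubation: 30-min compound preincubation, 1-h Melanotan II challenge, 1-h detection, room temperature | Signal: TR-FRET cAMP assay | Replicates: One well per compound, no replicates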
TLR9-MyD88 block: inhibitors of TLR9-MyD88 association in cells, primary screen, cell-based, CHO, BLA complementation, fluorescence; AID 504734, 2011; Toll-like receptor 9 (Homo sapiens) + Myeloid differentiation primary response protein …; CCF4 FRET ratio; inhibition, % at 4.98 µM; 0.21% of 340,000 active;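 active = inhibition above the mean over all tested compounds plus 3 SD, cut at about 21% in these data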;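 note: 0% = DMSO only wells and 100% = clavulanate BLA inhibitor control wells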
Numbers without * were called inactive. An excerpt. The share of hits here may be higher or lower than overall.

What do the screens show for `COCCCNc1nc2c(c(=O)[nH]c(=O)n2C)n1CCCc1ccccc1`?
H9c2 protect: 0; ABHD5 PLIN5 PPI: -2; Glyco luc inh: 4; SRC2 inh: 6; NOD2 RIPK2 PPI: 8; ABCB6 inh 2: 93; HTR2A ag: 4; MC4R ag barr: -0.7; MC4R antagonist: 14; TLR9-MyD88 block: -1

Results for COc1cccc(C(=O)N(CN2CCCC2=O)c2ccccc2OC)c1 ?
H9c2 protect: -1; ABHD5 PLIN5 PPI: 1; Glyco luc inh: 0; SRC2 inh: 9; NOD2 RIPK2 PPI: -4; ABCB6 inh 2: 105; HTR2A ag: 7; MC4R ag barr: 0.1; MC4R antagonist: -1; TLR9-MyD88 block: 10

Results for O=C(NCCC1=CCCCC1)C1CCN(C(=O)Nc2ccccc2)CC1 ?
H9c2 protect: 2; ABHD5 PLIN5 PPI: -7; Glyco luc inh: 2; SRC2 inh: -4; NOD2 RIPK2 PPI: -2; ABCB6 inh 2: 100; HTR2A ag: -2; MC4R ag barr: -1.4; MC4R antagonist: 9; TLR9-MyD88 block: 1

Results for CCOc1c(Br)cc(C(N)=O)cc1OCc1ccccc1 ?
H9c2 protect: -11; ABHD5 PLIN5 PPI: -2; Glyco luc inh: -1; SRC2 inh: -4; NOD2 RIPK2 PPI: 3; ABCB6 inh 2: 107; HTR2A ag: -4; MC4R ag barr: -1.4; MC4R antagonist: -7; TLR9-MyD88 block: 1

What do the screens show for `CC1CCCN(C(=O)c2ccc3c(c2)OCCO3)C1` (stereo not given)?
H9c2 protect: -1; ABHD5 PLIN5 PPI: -2; Glyco luc inh: -1; SRC2 inh: -41; NOD2 RIPK2 PPI: 0; ABCB6 inh 2: 96; HTR2A ag: 0; MC4R ag barr: -1.2; MC4R antagonist: 2; TLR9-MyD88 block: 0

Results for O=C(O)CCC(=O)N1CCc2cc(S(=O)(=O)Nc3ccc4c(c3)OCCO4)ccc21 ?
H9c2 protect: -8; ABHD5 PLIN5 PPI: -4; Glyco luc inh: 0; SRC2 inh: -21; NOD2 RIPK2 PPI: 2; ABCB6 inh 2: 101; HTR2A ag: -3; MC4R ag barr: -2.4; MC4R antagonist: -5; TLR9-MyD88 block: -2

What do the screens show for `O=C(CCC(=O)Nc1ccccc1)N/N=C/c1ccncc1`?
H9c2 protect: 6; ABHD5 PLIN5 PPI: 10; Glyco luc inh: 0; SRC2 inh: 0; NOD2 RIPK2 PPI: -7; ABCB6 inh 2: 78; HTR2A ag: 1; MC4R ag barr: 3.9; MC4R antagonist: 2; TLR9-MyD88 block: -11

Results for O=c1[nH]c(=S)c2ncn(-c3ccccc3)c2[nH]1 ?
H9c2 protect: 4; ABHD5 PLIN5 PPI: -15; Glyco luc inh: 0; SRC2 inh: 2; NOD2 RIPK2 PPI: -7; ABCB6 inh 2: 102; HTR2A ag: -5; MC4R ag barr: -1.4; MC4R antagonist: -2

How did COP(=O)(OC)c1ccc(NCc2cc(O)ccc2O)cc1 do in these assays?
H9c2 protect: 19; ABHD5 PLIN5 PPI: -1; Glyco luc inh: -1; SRC2 inh: 9; NOD2 RIPK2 PPI: 4; ABCB6 inh 2: 96; HTR2A ag: 2; MC4R ag barr: -0.4; MC4R antagonist: 6; TLR9-MyD88 block: -7

How did Cc1ccc(OCC(O)CN2CCN(CCO)CC2)c(C)c1 (stereo not given) do in these assays?
H9c2 protect: 6; ABHD5 PLIN5 PPI: -2; Glyco luc inh: 1; SRC2 inh: -18; NOD2 RIPK2 PPI: -2; ABCB6 inh 2: 101; HTR2A ag: -7; MC4R ag barr: -2.8; MC4R antagonist: 15; TLR9-MyD88 block: -1

What do the screens show for `CC(=O)c1ccc(S(=O)(=O)NCC2(N3CCOCC3)CCCCC2)cc1`?
H9c2 protect: 12; ABHD5 PLIN5 PPI: 5; Glyco luc inh: -1; SRC2 inh: -20; NOD2 RIPK2 PPI: -11; ABCB6 inh 2: 98; HTR2A ag: 3; MC4R ag barr: -0.9; MC4R antagonist: 10; TLR9-MyD88 block: -1

How did Cc1cc(Br)ccc1NC(=O)CN1C(=O)CCC1=O do in these assays?
H9c2 protect: 0; ABHD5 PLIN5 PPI: 2; Glyco luc inh: 3; SRC2 inh: -4; NOD2 RIPK2 PPI: -7; ABCB6 inh 2: 101; HTR2A ag: 2; MC4R ag barr: 2.2; MC4R antagonist: -2; TLR9-MyD88 block: 10

Results for CS(=O)(=O)c1ccc(SCC(=O)NC2CCS(=O)(=O)C2)c([N+](=O)[O-])c1 (stereo not given) ?
H9c2 protect: -7; ABHD5 PLIN5 PPI: -2; Glyco luc inh: 0; SRC2 inh: 6; NOD2 RIPK2 PPI: -7; ABCB6 inh 2: 98; HTR2A ag: 2; MC4R ag barr: 1.0; MC4R antagonist: 7; TLR9-MyD88 block: -6

Results for Cc1ccc(F)cc1NC(=O)CSc1n[nH]c(N)n1 ?
H9c2 protect: 2; ABHD5 PLIN5 PPI: -1; Glyco luc inh: 0; SRC2 inh: 5; NOD2 RIPK2 PPI: 3; ABCB6 inh 2: 100; HTR2A ag: -6; MC4R ag barr: -0.2; MC4R antagonist: 8; TLR9-MyD88 block: -3

What do the screens show for `C/C(=N\NC(=O)c1cccc(S(=O)(=O)N2CCOCC2)c1)c1ccc(O)cc1`?
H9c2 protect: 6; ABHD5 PLIN5 PPI: 2; Glyco luc inh: 1; SRC2 inh: 14; NOD2 RIPK2 PPI: -4; ABCB6 inh 2: 96; HTR2A ag: 4; MC4R ag barr: -3.0; MC4R antagonist: 1; TLR9-MyD88 block: 2

What do the screens show for `Cc1c(/N=C/c2ccco2)n(Cc2ccccc2)c2ccccc12`?
H9c2 protect: 2; ABHD5 PLIN5 PPI: -1; Glyco luc inh: -1; SRC2 inh: 7; NOD2 RIPK2 PPI: -5; ABCB6 inh 2: 101; HTR2A ag: -6; MC4R ag barr: -1.4; MC4R antagonist: 10; TLR9-MyD88 block: 0

Results for COc1ccc2c(CC(=O)Nc3c(C)n(C)n(-c4ccccc4)c3=O)coc2c1 ?
H9c2 protect: 12; ABHD5 PLIN5 PPI: 2; Glyco luc inh: -1; SRC2 inh: 21; NOD2 RIPK2 PPI: 6; ABCB6 inh 2: 102; HTR2A ag: -1; MC4R ag barr: -1.1; MC4R antagonist: 2; TLR9-MyD88 block: 6

Results for O=C(NC1CCCC1)C(c1ccco1)N(Cc1ccccc1)C(=O)c1csnn1 (stereo not given) ?
H9c2 protect: -8; ABHD5 PLIN5 PPI: -2; Glyco luc inh: -2; SRC2 inh: -2; NOD2 RIPK2 PPI: 7; ABCB6 inh 2: 94; HTR2A ag: 7; MC4R ag barr: -1.0; MC4R antagonist: 3; TLR9-MyD88 block: 8

Results for O=C(CCS(=O)(=O)c1ccccc1Cl)NC1CCCCCC1 ?
H9c2 protect: -1; ABHD5 PLIN5 PPI: 1; Glyco luc inh: -2; SRC2 inh: -11; NOD2 RIPK2 PPI: -9; ABCB6 inh 2: 102; HTR2A ag: 21*; MC4R ag barr: 0.5; MC4R antagonist: -4; TLR9-MyD88 block: -1

What do the screens show for `Cc1ccc2c(c1)CCCO[C@]21O[C@H](CCO)C[C@H](O)[C@H]1O`?
H9c2 protect: 2; ABHD5 PLIN5 PPI: 3; Glyco luc inh: 1; SRC2 inh: -3; NOD2 RIPK2 PPI: -9; ABCB6 inh 2: 93; HTR2A ag: 0

How did Cc1ccc(S(=O)(=O)n2nccc2-c2c(-c3ccccc3)noc2C)cc1 do in these assays?
H9c2 protect: -6; ABHD5 PLIN5 PPI: -5; Glyco luc inh: 6; SRC2 inh: 0; NOD2 RIPK2 PPI: -4; ABCB6 inh 2: 103; HTR2A ag: -5; MC4R ag barr: 0.1; MC4R antagonist: 9

What do the screens show for `Cc1ccc(-n2c(C)cc3c2CCCC3=O)cc1`?
H9c2 protect: -7; ABHD5 PLIN5 PPI: 5; Glyco luc inh: 2; SRC2 inh: -16; NOD2 RIPK2 PPI: -7; ABCB6 inh 2: 105; HTR2A ag: -6; MC4R ag barr: 0.0; MC4R antagonist: 0; TLR9-MyD88 block: 3

Results for CC[C@@H](C)C(C(=O)N1CCN(C(=O)OC(C)(C)C)CC1)n1cc(-c2cn([C@@H](C)C(=O)N3CCN(C(=O)OC(C)(C)C)CC3)nn2)nn1 (stereo not given in full) ?
H9c2 protect: 0; ABHD5 PLIN5 PPI: 6; Glyco luc inh: -1; SRC2 inh: 15; NOD2 RIPK2 PPI: -18; ABCB6 inh 2: 101; HTR2A ag: 2; MC4R ag barr: -0.2; MC4R antagonist: -1; TLR9-MyD88 block: 0

Fetched one by one from the list above:
How did Cc1ccc(OCC(O)CN2CCN(CCO)CC2)c(C)c1 (stereo not given) do in these assays?
H9c2 protect: 6; ABHD5 PLIN5 PPI: -2; Glyco luc inh: 1; SRC2 inh: -18; NOD2 RIPK2 PPI: -2; ABCB6 inh 2: 101; HTR2A ag: -7; MC4R ag barr: -2.8; MC4R antagonist: 15; TLR9-MyD88 block: -1

Results for O=C(O)CCC(=O)N1CCc2cc(S(=O)(=O)Nc3ccc4c(c3)OCCO4)ccc21 ?
H9c2 protect: -8; ABHD5 PLIN5 PPI: -4; Glyco luc inh: 0; SRC2 inh: -21; NOD2 RIPK2 PPI: 2; ABCB6 inh 2: 101; HTR2A ag: -3; MC4R ag barr: -2.4; MC4R antagonist: -5; TLR9-MyD88 block: -2

Results for Cc1ccc(F)cc1NC(=O)CSc1n[nH]c(N)n1 ?
H9c2 protect: 2; ABHD5 PLIN5 PPI: -1; Glyco luc inh: 0; SRC2 inh: 5; NOD2 RIPK2 PPI: 3; ABCB6 inh 2: 100; HTR2A ag: -6; MC4R ag barr: -0.2; MC4R antagonist: 8; TLR9-MyD88 block: -3
